E-sel inducer: E-selectin induction in HUVECs, primary screen, imaging, HUVEC, immunofluorescence imaging, single point; P16581; normalized: neutral wells 0, TNF-alpha wells 100; activation, % at 7.58 µM; hit rate 0.37% among 260,000; AID 686992, 2013;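 active means mean E-selectin-positive cell signal at least 10% of the positive control, reached in at least 60% of replicates, without over 20% cell loss; inconclusive means no rule given, readout overlaps actives, possibly toxicity-flagged; inactive means the rest, including those meeting only one limit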;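 further: in these data hits start at about 27%; measured in HUVEC primary endothelial cells; signal is the percent of cells scored E-selectin positive by PE staining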
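Read-out basis: % PE-positive cells; Test system: HUVEC primary endothelial cells; Technique: immunofluorescence imaging; Dosing: single-point compound dose.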
Xi reactivation: activators of inactive X chromosome reactivation, primary screen, imaging, XiGFP fibroblasts, GFP high-content imaging, set 2; hit rate 0.055% among 360,000; AID 743238, 2013; activation, % at 7.58 µM; XiGFP mouse fibroblasts, % GFP-positive cells imaging, 3 d; cells co-treated with 5-aza-dC sensitizer; scaled so ellipticine positive control = 100%;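 active means mean normalized replicate activation at least 10% and every replicate at or above 10%; inconclusive means only one of the two criteria met; inactive means mean below 10% and not all replicates reach 10%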;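 further: 0% = median of on-plate neutral control wells and 100% = ellipticine 6 µM median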
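Assay system – SV40-immortalized XiGFP fibroblast cells, line 68-5-11 · Buffer or medium – DMEM supplemented with 5-aza-dC as sensitizing agent · Dosing – one concentration, pinned · Benchmarks – positive control ellipticine, 6 µM final · Times – 3 days compound exposure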
CFTR F508del cor: F508del CFTR correction, initial screen, CFBE line, single point | activity (quench increase), % at 7.58 µM | hit rate 0.36% among 350,000 | CFBE cells, YFP halide quenching; stimulated with forskolin plus potentiator P3; % fluorescence drop versus neutral controls;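 active means mean added fluorescence quench of at least 8% versus neutral control, with both replicates also reaching 8%; inconclusive means only one of the mean or replicate conditions met; inactive means mean below 8% and not both replicates reaching 8%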;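 further: cells transiently co-express mutant CFTR-F508del with the halide-sensitive YFP; corrector assay measuring rescue of mutant channel to the surface after 24 h compound exposure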
RAD52 anneal inh: RAD52 DNA annealing inhibitors, primary screen, biochemical, FRET, single point, set 2; hit rate 0.46% among 360,000; recombinant RAD52 DNA annealing, FRET fluorescence; inhibition, % at 18.7 µM;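 active means every replicate showing at least 50% inhibition; inconclusive means mean inhibition at least 50% but not in every replicate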
Target sequence (P43351 whole entry, looked up): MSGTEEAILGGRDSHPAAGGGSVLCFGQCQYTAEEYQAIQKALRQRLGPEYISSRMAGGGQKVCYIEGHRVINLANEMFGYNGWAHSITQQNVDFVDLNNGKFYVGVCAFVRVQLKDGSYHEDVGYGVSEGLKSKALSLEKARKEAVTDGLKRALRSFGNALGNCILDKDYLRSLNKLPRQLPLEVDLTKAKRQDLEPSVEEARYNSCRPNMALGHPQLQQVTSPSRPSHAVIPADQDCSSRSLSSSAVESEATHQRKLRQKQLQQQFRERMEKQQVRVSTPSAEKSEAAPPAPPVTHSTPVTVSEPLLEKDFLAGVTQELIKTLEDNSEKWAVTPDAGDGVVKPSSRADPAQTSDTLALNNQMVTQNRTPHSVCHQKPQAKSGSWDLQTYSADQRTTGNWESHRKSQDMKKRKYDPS
GSIS activator: GLuc luminescence reporter in INS-1E cells, primary screen for activators of glucose-dependent secretion of insulin. INS-1E GLuc reporter insulin secretion, 2-3 h. activation, % at 16.6 µM. hit rate 0.61% among 370,000. AID 743287, 2014;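 active means lowest replicate activation of at least 40%, so every replicate reaches that level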;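 further: 0% = median of neutral control wells and 100% = median of IBMX positive control wells; some compounds called inactive have numbers as strong as hits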
RAD54 branch: inhibitors of human RAD54 branch migration, primary screen, biochemical, fluorescence, single point; RAD54 Holliday junction branch migration, FAM/BHQ fluorescence; inhibition, % at 10.4 µM; hit rate 0.14% among 360,000; AID 602329, 2012;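 active means mean normalized replicate activity at least 40 and at least half of replicates scoring 40 or more; inconclusive means only one of the two criteria met; inactive means mean below 40 and under half of replicates reaching 40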;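 further: 0% = median of neutral control wells and 100% = median of positive control wells; inhibitors cause a drop in the FAM fluorescence signal; in these data hits start at about 50%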
Casp6 inh: human caspase-6 inhibitors, primary screen, biochemical, VEID-R110 fluorescence, single point, set 2. purified caspase-6, Z-VEID-R110 cleavage fluorescence. inhibition, % at 12.5 µM. hit rate 0.53% among 350,000;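 active means mean inhibition across replicates at least about 35%, with every replicate also reaching that limit, limit read from the data; inconclusive means only one of the two criteria met; inactive means neither criterion met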;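 further: 0% = median of neutral control wells and 100% = no fluorescence left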
Target sequence (P55212 24-179 limits assumed): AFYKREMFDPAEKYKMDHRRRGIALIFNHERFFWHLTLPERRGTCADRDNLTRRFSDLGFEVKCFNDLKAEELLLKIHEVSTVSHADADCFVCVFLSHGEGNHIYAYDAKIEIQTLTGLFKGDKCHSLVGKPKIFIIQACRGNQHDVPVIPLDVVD
Target sequence (P55212 194-293 limits assumed): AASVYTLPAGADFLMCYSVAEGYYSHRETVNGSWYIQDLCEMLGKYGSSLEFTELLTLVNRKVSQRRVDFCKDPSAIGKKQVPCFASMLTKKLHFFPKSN
DENV2 CPE rescue: inhibitors of DENV2 cytopathic effect, primary screen, cell-based, plate reader, single concentration. DENV2-infected cells, cytopathic effect rescue. CPE inhibition, % at 9.99 µM. hit rate 1.7% among 350,000. AID 651640, 2012; in the data active means CPE inhibition above about 20%, passing the limit was not always enough; inconclusive means no clear call, values can overlap the other calls; tested in BHK-21 cells;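 further: 0% = median of neutral control wells and 100% = median of positive control wells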
* marks the source's active call; other numbers are inactive results; ? = inconclusive; / = not tested or not shown.

Every second line gives: E-sel inducer	Xi reactivation	CFTR F508del cor	RAD52 anneal inh	GSIS activator	RAD54 branch	Casp6 inh	DENV2 CPE rescue
1: CN1C(=O)c2cc(NC(=O)C3CCCCC3)ccc2OC[C@H]2O[C@@H](CC(=O)NCC3CCCCC3)CC[C@H]21
    -0.2	0.0	1.3	-6	-28	/	1	-9
2: O=C(C[C@H]1C[C@H]2c3cc(NC(=O)C4CCC4)ccc3O[C@H]2[C@H](CO)O1)NCC1CC1
    0.5	-0.1	0.7	-48	0	2	1	-2
3: Cc1ccc(F)cc1NC(=O)C1C2CCC(O2)C1C(=O)O (stereo not given)
    /	0.2	-1.6	-1	-34	4	-3	-6
4: C[C@H](CO)N1C[C@H](C)[C@@H](CN(C)S(=O)(=O)c2ccc(C#N)cc2)OCc2ccccc2-c2c(n(C)c3ccccc23)C1=O
    -0.6	-0.5	2.4	10	-3	-1	-1	-4
5: O=C(Nc1cccc(F)c1)N1C[C@@H]2[C@H](c3ccccc31)[C@H](CO)N2C(=O)c1ccccn1
    0.1	0.1	-2.2	7	1	6	0	18
6: C[C@@H]1CCCCO[C@H](CN(C)S(=O)(=O)c2cn(C)cn2)[C@H](C)CN([C@@H](C)CO)C(=O)c2cc(NC(=O)NC3CCCCC3)ccc2O1
    0.3	0.0	-1.0	1	-4	-2	-3	1
7: CCCc1ccc(NC(C)C(=O)Nc2ccc(S(=O)(=O)N3CCOCC3)cc2)cc1 (stereo not given)
    0.1	0.2	-0.2	-15	-40	-7	-2	-10
8: CC(C)(C)S(=O)N1Cc2cc(=O)n(Cc3ccccc3)c(CCO)c2[C@@H]1CCO (stereo not given in full)
    /	0.1	-0.4	-17	4	-9	2	-2
9: CC1=C(C(=O)N2CCOCC2)CC(CC(=O)NC2CCCC2)C(=O)N1Cc1ccccc1 (stereo not given)
    -6.1	0.0	-0.9	-10	14	6	1	1
10: Cc1cc(C)c(NC(=O)C2CC(=O)N(C(C)C)C2)c(C)c1 (stereo not given)
    -0.1	0.0	-2.9	-5	3	-8	1	-7
11: CCCc1cn(CC[C@H]2CC[C@@H](NC(=O)Cc3cccnc3)[C@H](CO)O2)nn1
    -0.2	0.2	0.8	9	14	-1	-4	/
12: Cn1ccc2c(-c3cccnc3)cc3c(c21)C1CCC3O1 (stereo not given)
    -0.2	0.1	-1.2	-10	16	2	3	?
13: Cc1ccc(C)c(S(=O)(=O)N2CCCCC2CCNC(=O)C(=O)NC2CC2)c1 (stereo not given)
    9.0	0.0	-3.5	-10	-3	/	-2	/
14: CC(C)N1CCc2c(sc(NC(=O)c3ccc(C(=O)c4ccccc4)cc3)c2C(N)=O)C1
    0.0	2.0	1.7	-66	-11	51*	-25	14
15: O=C(O)c1ccc(-c2cccc(Cl)c2)o1
    /	/	/	-8	12	-6	3	/
16: Cc1nc2sc(C(=O)c3ccccc3)c(N)c2c2c1CCCC2
    /	-0.1	/	28	3	/	5	6
17: COc1ccc(C(=O)NNC(=O)C(C)NC(=O)c2ccccc2NC(=O)c2ccco2)cc1 (stereo not given)
    /	0.4	-0.8	-5	6	/	-3	-7
18: C[C@@H]1CN([C@H](C)CO)C(=O)CCCn2cc(nn2)CO[C@H]1CN(C)Cc1cccnc1
    0.0	-0.2	0.3	4	0	5	2	-3
19: Cc1cccn2c(CN(C)C3CCOC3)c(C(=O)N3CCCCC3)nc12 (stereo not given)
    /	0.0	-0.9	-2	-4	-22	0	3
20: Cc1noc(C)c1S(=O)(=O)Nc1ccc2c(c1)C(=O)N([C@@H](C)CO)C[C@H](C)[C@@H](CN(C)S(=O)(=O)c1ccc(F)cc1)OCCCC[C@H](C)O2
    0.2	0.0	2.4	75*	-13	-5	1	0
21: O=C1/C(=C2\C(=O)N(Cc3ccc(F)cc3)c3ccccc32)SC(=S)N1CCS(=O)(=O)O
    /	0.1	1.1	-18	-11	3	0	17
22: O=C(Cc1ccncc1)NCC[C@@H]1CC[C@@H](NC(=O)C2CCCC2)[C@H](CO)O1
    0.1	0.1	0.3	-17	8	-2	0	9
23: CCC(C)N(C(=O)COC(=O)C1C(C(=O)OC)=C(C)NC(C)=C1C(=O)OC)C1CCS(=O)(=O)C1 (stereo not given)
    0.3	0.1	0.0	-10	8	/	0	2
24: COc1ccc(C(CNC(=O)CCNS(=O)(=O)c2ccc(C)cc2)N2CCOCC2)cc1 (stereo not given)
    /	0.1	0.0	1	-3	-8	32	-6
25: Cc1ccc(C(=O)NCc2ccccn2)cc1S(=O)(=O)N1CCOCC1
    0.8	0.9	0.6	-6	22	4	1	?
26: CC1=C(C(=O)OCC(C)C)C23C(=O)c4ccccc4C2(O1)OC(N)=C3C#N (stereo not given)
    /	/	0.9	-15	-12	-6	3	-1
27: COc1ccc(CN2CCNC(=O)C2CC(=O)NCCc2nc(C)c3c(n2)CCC3)cc1C (stereo not given)
    /	1.0	-1.4	-31	-4	-1	-4	5
28: Cn1c(=S)c2[nH]c(SCC3CCCO3)nc2n(C)c1=O (stereo not given)
    0.0	0.1	-2.3	-8	1	/	0	-5
29: Cc1cccc(C)c1OCc1cc(C(=O)NCC2COCCO2)no1 (stereo not given)
    -4.0	0.0	-1.6	-12	-8	2	-1	-5
30: COc1ccc(OCC(=O)NS(=O)(=O)c2ccc(Cl)cc2)cc1
    /	0.2	-1.2	-29	27	13	0	-9
31: CSCCC(Nc1ncnc2ccc(Br)cc12)C(=O)O (stereo not given)
    /	/	/	-14	16	-7	2	-8
32: COc1ccc(C2c3cc(OC)c(OC)cc3CCN2C(=O)c2cccc([N+](=O)[O-])c2)cc1OC (stereo not given)
    -0.2	0.1	0.6	-17	14	-7	0	?
33: O=C(c1cc(Cl)cc(Cl)c1)N1CCC(=O)N([C@H](COCc2ccccc2)Cc2ccccc2)CC1
    -0.2	0.1	2.2	5	-25	/	1	4
34: COc1ccc(S(=O)(=O)Nc2ccc3c(c2)C(=O)N([C@H](C)CO)C[C@@H](C)[C@H](CN(C)Cc2ccc(C(=O)O)cc2)O3)cc1
    0.1	0.0	-1.2	-5	19	-3	1	-4
35: CN1CCN(C(=O)C[C@@H]2CC[C@H]3[C@H](COc4ccc(NC(=O)C5CC5)cc4C(=O)N3C)O2)CC1
    0.4	0.1	-0.6	1	12	-2	1	-2
36: COc1ccccc1NC(=O)C(C)OC(=O)C1CCN(S(=O)(=O)c2ccc(C)c(C)c2)CC1 (stereo not given)
    1.2	0.1	-2.3	-9	1	0	0	-4
37: C/C=C/C(=O)Nc1cccc(C(F)(F)F)c1
    -0.1	0.0	/	1	/	/	1	1
38: CCCC(=O)Nc1ccc2c(c1)OC[C@@H](C)N(Cc1cccc(F)c1)C[C@@H](C)[C@@H](OC)CN(C)C2=O
    0.3	-0.4	2.7	-13	-20	-4	-4	-3
39: Cc1ccc2c(c1)-n1c(nc3ccccc3c1=O)C(Cc1ccc(O)cc1)NC2=O (stereo not given)
    -0.1	0.5	-5.7	-13	/	/	-8	?
40: CN(CC(=O)Nc1ccccc1Cl)C(=O)COC(=O)/C=C/c1ccc(C(F)(F)F)cc1
    0.1	0.0	-1.3	-5	-4	0	2	-11
41: NS(=O)(=O)c1cc(Br)c2c(c1)S(=O)(=O)NCN2
    1.1	0.1	3.7	-8	-12	-8	23	14
42: COc1ccccc1C(=O)Nc1ccc2c(c1)C(=O)N(C)[C@@H]1CC[C@@H](CC(=O)NCc3ccc(Cl)c(Cl)c3)O[C@H]1CO2
    -0.1	0.3	3.6	-3	-15	8	-2	-24
43: C[C@@H]1CN([C@H](C)CO)C(=O)c2cc(NS(=O)(=O)c3cn(C)cn3)ccc2O[C@@H](C)CCCCO[C@@H]1CN(C)C(=O)CCC(F)(F)F
    -0.1	-0.1	-3.3	-1	6	-5	2	9
44: O=C1NC(=S)S/C1=C\c1ccc(SCc2ccccc2)o1
    0.2	0.0	/	/	-38	-8	/	/
45: O=C1CN(Cc2ccccc2)C[C@H]2[C@H](c3ccc(-c4ccccc4)cc3)[C@@H](CO)N12
    -0.1	0.2	0.4	-16	-5	/	/	7
46: Brc1ccc(-c2nnc3sc(CN4CCN(c5ccccc5)CC4)cn23)cc1
    /	/	-0.3	-9	8	4	0	-4
47: CC(=O)N1c2ccc(S(=O)(=O)N3CCC(C(=O)N4CCCCC4)CC3)cc2CC1C (stereo not given)
    /	0.0	0.4	-4	-13	-8	/	17
48: COc1ccc2c3c([nH]c2c1)[C@@H](CO)N(C(=O)C1CCOCC1)CC31CN(Cc2nccs2)C1
    0.0	0.1	-2.7	-1	9	/	1	-7
49: C[C@@H]1CN([C@@H](C)CO)C(=O)c2cc(C#CCc3ccccc3)cnc2O[C@H]1CN(C)CC1CCCC1
    3.6	-0.1	1.8	-13	-2	-5	3	-10
50: CC1C=NC(S(=O)(=O)N2CC[C@H]3[C@@H](CO)N(C)c4ccc(-c5cccc(F)c5)cc4[C@H]32)=N1 (stereo not given in full)
    -0.3	0.0	-1.7	-8	-2	2	4	12
51: CN1C=CC=C/C1=C1\SC(=S)N(N)C1=O
    -1.7	0.3	-2.8	-9	5	/	-1	/
52: CCCN(C)C[C@H]1Oc2cc(-c3ccccc3OC)ccc2S(=O)(=O)N([C@@H](C)CO)C[C@H]1C
    0.4	-1.4	0.2	5	1	-7	-2	0
53: COc1ccc(C#Cc2cnc3c(c2)C(=O)N([C@@H](C)CO)C[C@H](C)[C@@H](CN(C)C(=O)CN(C)C)O3)cc1
    0.0	-0.4	1.5	30	8	-6	-1	-5

Part of the list above in order of molecular weight, low to high.
Every second line gives: E-sel inducer	Xi reactivation	CFTR F508del cor	RAD52 anneal inh	GSIS activator	RAD54 branch	Casp6 inh	DENV2 CPE rescue
51: CN1C=CC=C/C1=C1\SC(=S)N(N)C1=O
    -1.7	0.3	-2.8	-9	5	/	-1	/
41: NS(=O)(=O)c1cc(Br)c2c(c1)S(=O)(=O)NCN2
    1.1	0.1	3.7	-8	-12	-8	23	14
29: Cc1cccc(C)c1OCc1cc(C(=O)NCC2COCCO2)no1 (stereo not given)
    -4.0	0.0	-1.6	-12	-8	2	-1	-5
21: O=C1/C(=C2\C(=O)N(Cc3ccc(F)cc3)c3ccccc32)SC(=S)N1CCS(=O)(=O)O
    /	0.1	1.1	-18	-11	3	0	17

RAD52 anneal inh, entries above that show a hit
| item | mol | CFTR F508del cor | RAD52 anneal inh | GSIS activator | Casp6 inh | DENV2 CPE rescue |
| --- | --- | --- | --- | --- | --- | --- |
| 20 | Cc1noc(C)c1S(=O)(=O)Nc1ccc2c(c1)C(=O)N([C@@H](C)CO)C[C@H](C)[C@@H](CN(C)S(=O)(=O)c1ccc(F)cc1)OCCCC[C@H](C)O2 | 2.4 | 75* | -13 | 1 | 0 |

Compounds were not picked by outcome; overall some 3.7% were active at least once.
